HCV core inhibition: inhibitors of HCV core protein dimerization, confirmation, biochemical, TR-FRET, triplicate (AID 2152) | hit rate 1% among 2,300 | TR-FRET GST-/Flag-core106 dimerization, HTRF; hits give high values | inhibition, % at 5 µM | Hepatitis C virus core protein (core106 dimerization);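 active = mean inhibition over three replicate wells above the hit threshold derived in the earlier primary screen, cut at about 45% in these data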;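 note: 0% = DMSO wells and 100% = unlabelled core106 competitor control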
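Material: GST- and Flag-tagged HCV core106 peptides, dimerization via antibody TR-FRET. Medium: HEPES/KF buffer, pH 7.45. Doses: one 5 µM dose, 0.5% DMSO. Times: 4 h incubation, 22.5 °C. Detection: TR-FRET, excitation 340 nm, emission 671 and 617 nm. Measure: percent inhibition from emission ratio. Controls: unlabelled core106 and DMSO wells.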
Starred values were filed as active, the others as inactive. A portion of the library; count on the stated rates, not on these rows.

SMILES	HCV core inhibition
CCC(C)N1C(=O)/C(=C/c2ccc3c(c2)CCN3CCCCl)C(=O)NC1=S (centres undefined)	20
CCn1nc(-c2ccccc2)nc2c(=O)n(C)c(=O)nc1-2	3
Nc1cc2nc3ccccc3nc2cc1N	-28

Quoted at random: two records from the list, in no set order.
SMILES	HCV core inhibition
Nc1cc2nc3ccccc3nc2cc1N	-28
CCC(C)N1C(=O)/C(=C/c2ccc3c(c2)CCN3CCCCl)C(=O)NC1=S (centres undefined)	20

Individual results from the entries so far.
`CCC(C)N1C(=O)/C(=C/c2ccc3c(c2)CCN3CCCCl)C(=O)NC1=S` (centres undefined) in HCV core inhibition reads 20
`Nc1cc2nc3ccccc3nc2cc1N` in HCV core inhibition reads -28

Screens deposited in PubChem BioAssay by The Scripps Research Institute Molecular Screening Center.
